EPAC2 agonist: activates human EPAC2 exchange factor; EPAC2 activation, biochemical qHTS; response scale: 100% = 6.5 mM cAMP response; AID 720711; Q8WZA2; Potency, µM (titrated, usually from 154 µM), without a hit: top-dose activation, actives largely listed as activators; actives 0.079% (n = 360,000); note: potency is the fitted concentration of half-maximal effect; nearly all actives have a fitted effect of over 50% in size
Target sequence (Q8WZA2 whole entry, looked up): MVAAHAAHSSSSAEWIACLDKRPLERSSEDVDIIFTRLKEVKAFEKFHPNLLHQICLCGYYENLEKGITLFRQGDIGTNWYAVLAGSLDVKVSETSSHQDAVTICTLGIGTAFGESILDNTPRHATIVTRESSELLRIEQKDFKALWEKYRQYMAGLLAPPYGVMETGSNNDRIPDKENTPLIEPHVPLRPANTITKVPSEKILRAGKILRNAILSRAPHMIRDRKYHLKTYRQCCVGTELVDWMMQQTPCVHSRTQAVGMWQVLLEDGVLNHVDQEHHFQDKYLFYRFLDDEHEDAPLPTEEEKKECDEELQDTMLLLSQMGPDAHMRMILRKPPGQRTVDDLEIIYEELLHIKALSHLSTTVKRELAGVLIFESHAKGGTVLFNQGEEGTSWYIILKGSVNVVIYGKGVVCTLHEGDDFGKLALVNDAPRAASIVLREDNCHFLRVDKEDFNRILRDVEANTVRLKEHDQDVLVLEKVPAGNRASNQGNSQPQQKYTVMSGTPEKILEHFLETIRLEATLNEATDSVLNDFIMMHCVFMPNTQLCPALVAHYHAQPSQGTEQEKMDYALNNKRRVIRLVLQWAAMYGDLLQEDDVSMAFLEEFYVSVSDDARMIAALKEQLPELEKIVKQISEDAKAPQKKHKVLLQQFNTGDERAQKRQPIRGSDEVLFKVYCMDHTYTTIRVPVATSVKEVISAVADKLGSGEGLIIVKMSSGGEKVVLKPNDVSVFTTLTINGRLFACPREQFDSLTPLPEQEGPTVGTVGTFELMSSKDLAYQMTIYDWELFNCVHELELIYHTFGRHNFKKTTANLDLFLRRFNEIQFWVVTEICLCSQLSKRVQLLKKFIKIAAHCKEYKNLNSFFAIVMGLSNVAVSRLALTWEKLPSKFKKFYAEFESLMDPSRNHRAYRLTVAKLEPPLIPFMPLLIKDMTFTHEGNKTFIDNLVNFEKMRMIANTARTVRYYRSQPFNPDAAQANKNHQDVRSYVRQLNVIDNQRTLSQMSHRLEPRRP
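Setup: EPAC2 100 nM, labeled Rap1B complex 250 nM, free GDP 50 uM. Compound titrations pinned in, brief spin, 5 min room temperature incubation. Kinetic fluorescence read over 30 min, normalized to 6.5 mM cAMP.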
TGFb inhibitor: inhibitors of TGF-b signaling; HepG2 CAGA-GFP TGF-b/SMAD3 reporter, GFP fluorescence, 18 h; TGF-beta stimulated, 500 pg/mL final; Potency, µM (highest dose often 46.1 µM), for inactives: at the top dose activity, negative = inhibition, actives largely listed as inhibitors; actives 1.2% (n = 410,000); note: potency is the fitted concentration of half-maximal effect; % is set by controls: 0 for no effect and ±100 for the full control effect; nearly all actives have a fitted effect of over 65% in size
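Per well, imaged GFP fluorescence of HEPG2 CAGA-GFP cells gives the signal; cells get compound, then TGF-beta (500 pg/mL final), 18 h at 37 degrees C; %Activity versus -TGF-beta and +DMSO controls.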
A549 tox: A549 cytotoxicity, counter-screen for Nrf2 inhibitors. Potency, µM (series often up to 46 µM), inactives show top-dose activity change, negative = cytotoxicity, usual class: inhibitors. actives 0.16% (n = 390,000). AID 504648. A549 ARE-Fluc cells, CellTiter-Fluor viability, 18-24 h; note: potency is the fitted concentration of half-maximal effect; % is set by controls: 0 for no effect and ±100 for the full control effect
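Cytotoxicity counterscreen: CellTiter-Fluor fluorescence was measured in A549 ARE_Fluc cells after 18-24 h of compound exposure in a concentration series. The subsequent BugLite luminescent read reports ARE-luciferase activity.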
ATXN viability: viability counter-screen for ATXN expression inhibitors. S2 cells (HEK-293 line with an ATXN2-luciferase reporter) viability, CellTiter-Fluor protease fluorescence, 24 h. Potency, µM (highest dose often 56.7 µM), usual class: cytotoxic. actives 0.49% (n = 400,000). AID 651635; note: potency is the fitted concentration of half-maximal effect; nearly all actives have a fitted effect of over 40% in size
ATXN2 expr inh: inhibitors of ATXN2 expression; actives 0.72% (n = 360,000); Potency, µM (top dose mostly 57 µM), for inactives: top-dose activity change, negative = inhibition, usual class: inhibitors; HEK-293 ATXN2-luciferase reporter, luminescence, 24 h; note: potency is the fitted concentration of half-maximal effect; % is set by controls: 0 for no effect and ±100 for the full control effect; nearly all actives have a fitted effect of over 55% in size
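ATXN2-luciferase reporter cells (luciferase flanked by upstream and downstream ATXN2 gene portions) were treated 24 h at 37 °C with compounds at up to 57 uM. SteadyGlo luminescence gave expression; GF-AFC fluorescence gave viability.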
Nrf2 activator: activators of Nrf2 (ARE) signaling; AREc32 ARE-luciferase reporter (MCF7-derived line), luminescence, 24 h; Potency, µM (titrated, usually from 46.1 µM), inactives show top-dose activation, hits mostly activators; actives 0.31% (n = 410,000); AID 624171; note: potency is the fitted concentration of half-maximal effect; % of control where 0% means no effect; nearly all actives have a fitted effect of over 65% in size
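ARE activation measured as luciferase luminescence (Steady-Glo, 30 min RT) in AREc32_Fluc cells after 24 hr compound exposure at 37 deg C, 5% CO2; cells seeded overnight at 1000/well in OPTI-MEM, 5% FBS.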
IL2 activator: activates IL-2 in a cell-based reporter assay | activation, % (series mostly up to about 46 µM) | AID 652025 | actives 0.065% (n = 360,000) | IL-2 activation reporter assay, cell-based qHTS; stimulated with anti-CD3/CD4/CD28 beads; in transgenic mouse T cells; in the data active = activation above about 50%; inconclusive = mostly about 30% to 49%; note: 0% is about no effect
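Using fluorescent plate cytometry, EGFP and DsRed are detected in transgenic mouse T cells stimulated 18 h at 37 degrees C with antibody-coated beads after 60 min compound pretreatment.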
Nrf2 block: Nrf2 pathway inhibition. A549 ARE-Fluc reporter, luciferase luminescence, 18-24 h. Potency, µM (titrated, usually from 46 µM), for the others: top-dose activity change, negative = inhibition, most hits filed as inhibitors. actives 2.1% (n = 360,000). AID 504444; note: potency is the fitted concentration of half-maximal effect; % is set by controls: 0 for no effect and ±100 for the full control effect; nearly all actives have a fitted effect of over 60% in size
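In this cell-based qHTS, ARE-driven firefly luciferase in A549 cells reports Nrf2 activity; the luminescent signal after BugLite lysis is the measured value, with a prior CellTiter-Fluor read for cell health.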
HepG2 viability: HepG2 cytotoxicity, counter-screen for TGF-b inhibitors. Potency, µM (titrated, usually from 46.1 µM), inactives show top-dose activity change, negative = cytotoxicity, most hits filed as cytotoxic. HepG2 CAGA-GFP viability, ATP luminescence, 18 h. actives 0.76% (n = 410,000); note: potency is the fitted concentration of half-maximal effect; some results filed as inactive show a strong effect at the top dose
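CellTiter-Glo luminescence gave cytotoxicity after 18 hours at 37 degrees C. The cells were HepG2 CAGA-GFP in 1% FBS DMEM, stimulated with 500 pg/mL TGF-beta after compound addition. %Activity was normalised to no-cell wells (complete cell-killing) and DMSO (no toxicity), and curves were fitted and classified.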
Numbers without * were called inactive; i = inactive; u = inconclusive; x = no result given; & = joins results of further samples; [ ] = remark or other dose. Unless noted, calls come from the whole dose curve; as a rule, active = well fitted curve in the direction sought with a large enough effect; inconclusive = small, poorly fitted or top-dose-only effect, or another doubt; inactive = no such curve, though single readings can be large; an effect the other way counts as inactive or inconclusive.

#	Structure	EPAC2 agonist	TGFb inhibitor	A549 tox	ATXN viability	ATXN2 expr inh	Nrf2 activator	IL2 activator	Nrf2 block	HepG2 viability
1	COc1ccc(OCC(=O)C2CC2)c(C#N)c1	4%	4%	0%	i	x	6.1%	-0.1	-14%	1%
2	N/C(=N\OC(=O)Nc1ccccc1)c1ccno1	7%	-22%	-6%	i	-3%	0.7%	14	0%	-22%
3	CCOC(=O)/C(C#N)=C\C1=C(N2CCOCC2)CC(C)(C)OC1	-1%	6%	-16%	u	-16%	1.9%	1.6	5%	-3%
4	CNC(=O)COc1ccc(C=O)cc1OC	24%	-3%	6%	i	1%	2.4%	0.4	7%	-6%
5	Cc1c(C(=O)N2CCCC2)c(S(=O)(=O)Nc2ccccc2Cl)c(C)n1C	5%	5%	-13%	i	5%	-0.7%	-1.5	13%	1%
6	O=C(C1CCCN(Cc2ccccc2[N+](=O)[O-])C1)N1CCCC1 (stereo not given)	7%	27%	1%	i	-10%	-0.4%	-5.0	-6%	7%
7	O=[N+]([O-])c1ccc(N2CCN(S(=O)(=O)c3ccccc3)CC2)c2cccnc12	11%	-20%	-7%	i	-6%	5.7%	-0.9	u	0%
8	CCOc1ccc(CCNC(=O)COC(=O)Cn2cnc3ccccc3c2=O)cc1OCC	4%	4%	0%	i	4%	0.1%	0.8	0%	3%
9	COc1cccc(N2CCN(S(=O)(=O)c3ccc4c(c3)N(C(C)=O)CCO4)CC2)c1	13%	-13%	0%	i	-11%	0.3%	-2.4	u	-13%
10	COc1ccc(C)cc1S(=O)(=O)N1CCCC(C(=O)N2CCN(c3ccccc3F)CC2)C1 (stereo not given)	7%	-11%	-7%	i	u	-0.5%	-3.4	u	12%
11	Cc1cc(OCC(=O)OCC(=O)NC2CCS(=O)(=O)C2)ccc1Cl (stereo not given)	-3%	4%	x	i	x	-0.2%	-2.3	x	4%
12	COc1ccc(NC(=O)CSCC(=O)Nc2nnc(C)s2)cc1	-7%	2%	-10%	i	9%	-0.3%	-1.6	10%	-3%
13	Cn1cc(S(=O)(=O)N2CCCCC2)cc1C(=O)NCc1ccc(Cl)cc1	x	u	5%	x	x	0.7%	x	u	0%
14	CCn1c(CCNC(=O)c2ccccc2Cl)n[nH]c1=S	6%	20%	0%	i	5%	-0.8%	0.3	9%	1%
15	COc1ccc(S(=O)(=O)Nc2cc3c(cc2NCc2ccccc2)n(C)c(=O)n3C)cc1	x	45%[activator]	-4%	i	45%[activator]	11µM*	x	-9%	-13%

More entries follow.
#	Structure	EPAC2 agonist	TGFb inhibitor	A549 tox	ATXN viability	ATXN2 expr inh	Nrf2 activator	IL2 activator	Nrf2 block	HepG2 viability
16	CSc1ccc(CNC(=O)c2ccc(NC(=O)c3nsc4ccccc34)cc2)cc1	x	u	7%	x	x	-1.4%	x	x	-60%
17	Cc1ccc(SCC(=O)NC(=O)NCc2ccco2)c(C)c1	10%	0%	3%	i	-6%	6.2%	-2.1	-2%	-2%
18	Cc1cc(C)cc(N(CC(=O)N2CCN(Cc3ccccc3)CC2)S(=O)(=O)c2c(C)noc2C)c1	19%	8%&-4%	1%&1%	i	-11%	-0.7%	-1.9	10%&-5%	11%&-18%
19	CCOC(=O)c1ccccc1NC(=O)CN1CCC(n2nnc3cc(C(F)(F)F)ccc32)CC1	-11%	1%	0%	i	-4%	-0.2%	-1.8	-1%	-1%
20	O=C(CCC(=O)Nc1ccccc1)NCCO	6%	u	-3%	i	7%	-0.2%	1.7	2%	6%
21	O=C(NNC(=S)NCc1ccccc1)c1ccc(Br)o1	-5%	-23%	2%	u	-18%	2.2%	0.6	u	7%
22	Cn1c(=O)oc2cc(S(=O)(=O)NC(CC(=O)O)c3cccc(Br)c3)ccc21 (stereo not given)	x	-23%	-4%	x	x	-0.6%	x	24%	-8%
23	Cc1c(NC(=O)c2cnc(Cl)c(Cl)c2)c(=O)n(-c2ccccc2)n1C	8%	0%	-1%	i	11%	6.7%	1.0	-8%	10%
24	COc1ccc(CN2CC(C(=O)NCCc3ccccc3)CC2=O)cc1 (stereo not given)	-1%	-12%	1%	i	-6%	-0.9%	0.7	15%	6%
25	COc1cc2sc(-c3ccccc3OC)c(-c3ccc(OCCN4CCCCC4)cc3)c2cc1OC	13%	u	u	25µM*	u	-2.8%	-0.8	-30%	16µM*
26	CCOC(=O)N1CCN(c2c(N3CCc4ccccc43)c(=O)c2=O)CC1	-8%	-12%	0%	i	2%	3.2%	-2.9	4%	-9%
27	Cc1ccc(NS(=O)(=O)c2cccc(C(=O)N(C)Cc3cccs3)c2)cc1	15%	-11%	-6%	i	-6%	-0.3%	-5.6	-23%	-17%
28	CC(C)(C)C1CCC(C(=O)Nc2nccs2)CC1 (stereo not given)	-2%	5%	-3%	i	x	0.4%	0.4	21%	18%
29	CN(CC(=O)Nc1ccc(Cl)c(C(F)(F)F)c1)C(=O)C1CC(=O)N(Cc2ccco2)C1 (stereo not given)	-6%	5%	1%	i	-5%	2.3%	-0.6	-4%	-9%
30	O=C(c1ccco1)N1CCN(c2ncnc3c(-c4ccc(Cl)cc4)nsc23)CC1	7%	-3%	-13%	i	32%	19%	0.4	u	-8%

Three entries out of the list above, arranged by the value under Nrf2 block, descending:
#	SMILES	Nrf2 block
22	Cn1c(=O)oc2cc(S(=O)(=O)NC(CC(=O)O)c3cccc(Br)c3)ccc21 (stereo not given)	24%
29	CN(CC(=O)Nc1ccc(Cl)c(C(F)(F)F)c1)C(=O)C1CC(=O)N(Cc2ccco2)C1 (stereo not given)	-4%
27	Cc1ccc(NS(=O)(=O)c2cccc(C(=O)N(C)Cc3cccs3)c2)cc1	-23%

The results go on:
#	Structure	EPAC2 agonist	TGFb inhibitor	A549 tox	ATXN viability	ATXN2 expr inh	Nrf2 activator	IL2 activator	Nrf2 block	HepG2 viability
31	CCCCC(=O)Nc1ccc(Br)cc1C(=O)O	-4%	-2%	-10%	i	-1%	-0.3%	-1.4	-4%	-33%
32	CCCCCCCc1nc2c(=O)n(C)c3ccccc3c2o1	5%	-10%	-8%	x	x	-0.6%	-1.7	9%	-4%
33	COCCNC(=O)c1ccc(CN2CCc3ccccc3C2)cc1	-11%	-10%	-3%	i	-19%[11.3 µM]	-0.9%	1.5	-7%	17%
34	Cc1cc2c(=O)n(C)c(SCC(=O)NCC3CCCO3)nc2s1 (stereo not given)	4%	9%	-5%	i	8%	-0.5%	-1.3	4%	9%
35	COc1cccc(-n2nnnc2SCC(=O)Nc2ccc3c(c2)OCCO3)c1	-2%	5%	-15%	u	u	0.5%	2.6	u	-27%
36	CN(C1=NC(=O)CS1)c1ccc(O)cc1	-4%	18%	-1%	i	27%	0.1%	2.7	2%	3%
37	C/C(=N\NC(=O)c1cc2ccccc2cc1O)c1ccc2c(c1)OCO2	1%	u	-6%	i	-4%	2.5%	0.5	8%	-19%
38	CCOc1ccc(C(=O)Nc2cc3c(cc2N2CCCC2)n(C)c(=O)c(=O)n3C)cc1OCC	x	-25%	1%	i	2%	-0.3%	x	-2%	-25%
39	COC(=O)CC1Oc2ccc(Cl)cc2-n2cc(-c3ccc(F)cc3)nc21 (stereo not given)	x	u	-11%	i	-5%	4.4%	x	-17%	1%
40	CCOC(=O)c1cc(S(=O)(=O)Nc2ccccc2)[nH]n1	x	49%[activator]	-4%	i	2%	-0.2%	x	x	7%
41	CCS(=O)(=O)C1=NN2C(=N)/C(=C\c3ccc(OCCOc4cccc(OC)c4)c(OC)c3)C(=O)N=C2S1	-1%	14%	0%	i	-8%	-0.9%	-3.9	-21%	0%
42	CCOc1ccc(C(=O)NCC(=O)OCCN2C(=O)c3ccccc3C2=O)cc1OCC	5%	8%	1%	i	4%	-0.2%	0.7	5%	-9%
43	Nc1c2c(nc3ccccc13)CCC2	5%	-1%	-19%	i	-23%	3.9%	2.1	-13%	-1%
44	CCCCN(C)C(=O)C(Cc1ccccc1)NS(=O)(=O)c1ccc2c(c1)c(=O)n(C)c(=O)n2C (stereo not given)	-7%	2%&0%	1%&-3%	u	u	-0.5%&-0.8%	-1.6	u	-5%&2%
45	CCc1c(C)sc(NC(=O)Cc2ccccc2C)c1C(=O)N1CCOCC1	10%	15%	0%	i	-11%	-0.2%	-4.3	0%	-9%

Next compounds.
#	Structure	EPAC2 agonist	TGFb inhibitor	A549 tox	ATXN viability	ATXN2 expr inh	Nrf2 activator	IL2 activator	Nrf2 block	HepG2 viability
46	COCCN(C(=O)COC(=O)c1ccc2c(c1)OCCO2)c1c(N)n(Cc2ccccc2)c(=O)[nH]c1=O	6%	-2%	5%	i	20%	0.1%	0.9	-3%	1%
47	CCOc1ccc(C(=O)Nc2cccc(-c3nc4ccccc4[nH]3)c2C)cc1[N+](=O)[O-]	5%	u	7%	i	16%	3.6%	-1.7	-6%	-31%
48	CN(C)CCNc1ncnc2c1sc1nc(N3CCCC3)c3c(c12)CC(C)(C)OC3	6%	u	-19%	u	u	6.3%	2.6	-5%	-53%
49	O=C(COC(=O)CCc1ccccc1)Nc1ncc(Cl)cc1Cl	5%	28%	2%	i	-11%	-0.1%	-0.2	x	7%
50	Cc1onc(-c2c(F)cccc2Cl)c1C(=O)NCCCN1CCOCC1	-1%	17%	-16%	i	-2%	-0.2%	2.3	3%	-4%
51	CCOC(=O)c1nnsc1NC(C)=O	4%	0%	3%	i	3%	0.3%	-0.9	18%	-34%

Two of the compounds above, with two lines to a compound.
Values run as follows: EPAC2 agonist, TGFb inhibitor, A549 tox, ATXN viability, ATXN2 expr inh, Nrf2 activator, IL2 activator, Nrf2 block, HepG2 viability
#49 O=C(COC(=O)CCc1ccccc1)Nc1ncc(Cl)cc1Cl
    5%, 28%, 2%, i, -11%, -0.1%, -0.2, x, 7%
#50 Cc1onc(-c2c(F)cccc2Cl)c1C(=O)NCCCN1CCOCC1
    -1%, 17%, -16%, i, -2%, -0.2%, 2.3, 3%, -4%
